# Screening data: PubChem, several laboratories
# IEC-6 cytotox = counter-screen for KLF5 inhibitors: cytotoxicity in IEC-6 cells | IEC-6 cytotoxicity, luminescence viability | inhibition, % at 5 µM | hit rate 0.78% among 290,000 | AID 1825; in the data active = inhibition above about 22%;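 note: 0% = plate median of test compound wells and 100% = cytotoxic reference compound wells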
# GSK3A inh = inhibitors of human GSK-3 alpha kinase | P49840 | ADP-Glo luminescence, 60 min | inhibition, % at 10 µM | hit rate 0.1% among 320,000;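 in the data active = inhibition above about 50%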;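 note: GST-tagged GSK-3 alpha with peptide substrate and 25 µM ATP; 0% = DMSO neutral wells and 100% = GW8510 positive control wells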
# Target sequence (P49840 whole entry, looked up): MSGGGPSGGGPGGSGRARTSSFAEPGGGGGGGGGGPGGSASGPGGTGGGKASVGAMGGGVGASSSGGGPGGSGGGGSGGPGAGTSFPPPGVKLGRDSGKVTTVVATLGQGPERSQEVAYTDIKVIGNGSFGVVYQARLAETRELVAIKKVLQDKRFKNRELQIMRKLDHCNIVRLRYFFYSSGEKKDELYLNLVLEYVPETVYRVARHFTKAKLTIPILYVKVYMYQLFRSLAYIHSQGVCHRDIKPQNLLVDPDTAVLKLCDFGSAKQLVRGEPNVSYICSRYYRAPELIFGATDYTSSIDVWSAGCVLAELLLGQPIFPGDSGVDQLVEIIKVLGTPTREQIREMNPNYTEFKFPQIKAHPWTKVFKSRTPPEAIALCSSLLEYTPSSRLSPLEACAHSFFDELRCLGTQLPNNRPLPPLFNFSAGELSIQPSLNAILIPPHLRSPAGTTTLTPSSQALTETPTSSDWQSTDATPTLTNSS
# KLF5 inh = inhibitors of KLF5 expression | DLD-1 KLF5 promoter-luciferase reporter, luminescence | inhibition, % at 5 µM | hit rate 0.23% among 290,000;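 active = inhibition above a per-plate limit of that plate's mean compound inhibition plus 3 SD, cut at about 60% in these data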;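 note: 0% = DMSO wells and 100% = LY294002 at 200 µM; higher means less KLF5 promoter-driven luciferase light; inactives centre near -14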
# GSK3B inh = human GSK3beta kinase inhibition | P49841 | GST-GSK3beta kinase, ADP-Glo luminescence, 60 min; active compounds read low | activity score (negative = inhibition), % at 10 µM | hit rate 0.038% among 300,000 | AID 2097;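 active = more than half of replicate wells score below -50%, meaning over 50% inhibition versus plate controls; inconclusive = some replicates but at most half score below -50%; inactive = no replicate scores below -50%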;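 note: 0% = median DMSO wells and -100% = median GW8510 positive control wells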
# Target sequence (P49841 whole entry, looked up): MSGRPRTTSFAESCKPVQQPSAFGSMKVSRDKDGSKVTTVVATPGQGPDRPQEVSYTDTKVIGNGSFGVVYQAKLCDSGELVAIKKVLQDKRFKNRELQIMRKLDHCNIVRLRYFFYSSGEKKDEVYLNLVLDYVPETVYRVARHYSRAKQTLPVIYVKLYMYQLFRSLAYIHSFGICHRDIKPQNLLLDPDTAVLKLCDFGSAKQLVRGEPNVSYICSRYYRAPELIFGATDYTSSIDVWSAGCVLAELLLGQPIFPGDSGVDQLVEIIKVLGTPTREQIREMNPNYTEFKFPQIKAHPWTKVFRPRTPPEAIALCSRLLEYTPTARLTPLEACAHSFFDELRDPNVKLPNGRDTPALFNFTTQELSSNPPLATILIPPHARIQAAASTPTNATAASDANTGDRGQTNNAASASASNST
#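 Test system: GST-fused GSK3beta enzyme, cell-free | Quantity: 1.6 ng GST-GSK3beta enzyme per well | Reagent: 25 µM ATP with peptide substrate | Schedule: 60 min enzyme reaction, room temperature | Signal: Luminescent ADP-Glo measurement of ADP formed | Read-out basis: Score relative to plate controls | Control set: DMSO and 20 µM GW8510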
# HSP90 inh = HSP90 refolding inhibition in rabbit reticulocyte lysate; luciferase refolding luminescence, 3 h; inhibition, % at 5.6 µM; hit rate 0.91% among 290,000; AID 1789;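 active = inhibition above the screen-wide mean plus 3 SD, computed separately per campaign, cut at about 16% in these data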;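 note: 0% = DMSO wells and 100% = 60 µM geldanamycin wells; inhibitors lower the luminescence because luciferase stays unfolded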
# HSF1 activator = increases HSF-1 driven luciferase reporter signal; hit rate 1.7% among 300,000; NIH3T3-HGL HSF-1 luciferase reporter, MG132, 8 h; 100% = twice DMSO control signal; activation, % at 9 µM; AID 504408;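 active = mean replicate activation of at least 50% with a set share of replicates each reaching 50%; inconclusive = only one of those two conditions met; inactive = mean below 50% and too few replicates reaching it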;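 note: 0% = median of the neutral control wells and 100% = twice that signal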
# AI-2 QS mod = Vibrio harveyi AI-2 quorum sensing modulation; activity change, % at 7.5 µM; hit rate 0.4% among 300,000; Vibrio harveyi JMH597 AI-2 luminescence/OD600 ratio, 9 h; active compounds read low; strain lacks LuxN and CqsS sensors; 0 = neutral-control median; in the data active = activity change below about -75%, passing the limit was not always enough; inconclusive = no clear call, values can overlap the other calls;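 note: luminescence divided by OD600 gain over 9 h not by final OD600 alone; inactives centre near 13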
# HSF1 inh = HSF1 inhibition. hit rate 0.77% among 300,000. NIH3T3-HGL HSE-luciferase, MG132-induced, luminescence 8 h; active compounds read low. activity change, negative = inhibition, % at 7.5 µM (by protocol);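 active = more than half of replicate wells show activity change below -50%, luminescence cut by over half; inconclusive = some wells, but at most half, below -50%; inactive = no replicate well below -50%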;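 note: luciferase reports HSF-1 transcriptional activity via heat shock element; 0% = median of DMSO wells and -100% = zero luminescence signal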
# PolyA inh = yeast polyadenylation inhibition | hit rate 0.02% among 300,000 | calls only at 12 µM | S. cerevisiae SKY197-pL101 polyadenylation reporter, beta-gal luminescence; efflux-impaired pdr1/pdr3 knockout yeast; score 100 = 6 SD above DMSO;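 active = lowest replicate activity score at least 50, where 100 means six control SD above control mean; inconclusive = lowest score under 50 but half or more replicates reach 50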;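 note: yeast exposed to compound for 9 h at 30 °C; higher score means more reporter readthrough which indicates perturbed polyadenylation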
# aSyn 5UTR inh = MLPCN primary screen, SNCA 5' untranslated region; AID 1813; hit rate 0.82% among 300,000; alpha-synuclein 5'UTR reporter, inhibitor activity; inhibition, % (tested at 7.5 µM); in the data active = inhibition above about 60%; inconclusive = no clear call, values can overlap the other calls;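 note: H4 neuroglioblastoma cells stably carrying SNCA 5'UTR luciferase fusion; 0% = DMSO wells and 100% = positive control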
# Starred values were filed as active, the others as inactive; i = inactive; ? = inconclusive; / = not tested or not shown.
SMILES,IEC-6 cytotox,GSK3A inh,KLF5 inh,GSK3B inh,HSP90 inh,HSF1 activator,AI-2 QS mod,HSF1 inh,PolyA inh,aSyn 5UTR inh
COC(=O)C1C(=O)OC(C)(C)C1C(C)C(=O)c1ccccc1 (centres undefined),-5,/,-27,3,0,12,9,-7,i,-2
COc1ccccc1/C=C1/C(=O)N(c2ccc([N+](=O)[O-])cc2)N=C1C,4,-1,-27,-4,3,-6,21,-11,i,12
CN(CCOc1ccc(Cl)cc1)Cc1cccc(S(=O)(=O)N(C)C)c1,-6,-1,-20,-6,1,11,19,0,i,-5
CC1(C)CC(=O)c2cnc(N)nc2C1,6,5,8,3,-1,-1,11,5,i,16
CCCC(=O)Nc1nc2c(c(=O)[nH]1)CCCC2,0,1,-11,-1,-4,-14,11,-3,i,-1
CCn1c(SCC(=O)c2ccc(Cl)cc2)nnc1-c1cccs1,-5,-1,-25,6,2,-7,10,6,i,-10
O=C(Nc1ccnn1C1CCN(Cc2cc(Cl)ccc2O)CC1)C1CC1,-5,1,-20,-2,1,-9,31,6,i,18
CCNc1nc(NCC)nc(C(=O)NN)n1,2,-22,-66,1,0,-5,8,-7,i,-2
CC(C)NC(=O)C1CCN(C(=O)c2ccc(-c3ccccc3)cc2)CC1,3,/,-13,1,1,3,22,-3,i,23
CC(=O)c1cccc(N(CC(=O)N2CCCC2)S(C)(=O)=O)c1,9,-5,-13,3,5,0,35,1,i,-25
CCN(CC)CCn1c(N)nc2ccccc21,8,6,13,0,6,6,22,-2,i,2
CCNC(=O)C(C)NC(=O)C1=NN(c2ccccc2)C(=O)CC1 (centres undefined),6,1,1,0,2,-13,11,-9,i,11
Cc1ccc(C)c(C(=O)COc2ncnc3ccccc23)c1,12,-9,-36,1,2,1,14,2,i,-33
C=C1c2cc(C)ccc2NC(=O)N1c1ccccc1,-7,0,-3,1,4,4,21,0,i,1
Cc1ccc(C(=O)O)cc1NS(=O)(=O)c1ccc2c(c1)oc(=O)n2C,-1,-1,-4,-2,1,-3,6,-10,i,-4
Nc1nonc1-n1nnc(C(=O)N/N=C/c2ccccc2F)c1CN1CCc2ccccc21,-3,0,-8,-50*,-2,-4,19,2,i,0
Cc1cc(C)cc(-n2c(SC(C)C(=O)NCc3ccc4c(c3)OCO4)nc3ccccc3c2=O)c1 (centres undefined),4,11,13,0,1,18,6,22,i,41
CC(=O)C1=C(C)NC(=O)NC1c1cc(Br)ccc1OCC#N (centres undefined),0,-11,14,-1,2,19,4,2,i,-17
CCc1ccc(NC(=O)C2CCN(S(=O)(=O)c3cnc[nH]3)CC2)cc1,-1,-3,-3,3,1,-3,16,1,i,1
CCOC(=O)c1cnn(-c2ccccc2)c1NC(=O)CSc1nnc(-c2cccs2)n1CC,24*,2,-18,-7,-1,-3,-2,-3,i,2
CC12CC(NC(=O)N1c1cccc(C(=O)N3CCN(c4ccccc4)CC3)c1)c1ccccc1O2 (centres undefined),-3,3,-24,0,-8,1,23,-1,i,16
CCOC(=O)c1c(C)n(C)c2cc([N+](=O)[O-])c(O)c([N+](=O)[O-])c12,-2,-2,15,-1,3,13,18,-2,i,8
CCN(CC)c1ccc(NC(=O)c2cncc(Br)c2)cc1,0,-2,-129,1,-1,4,8,-1,i,-279
O=C(CSc1nc2c(c(=O)n1-c1ccc(Cl)cc1)SCC2)N1CCOCC1,4,0,-1,-2,-8,-1,20,-7,i,-15
Cc1cc(OCC(=O)N(C)C)c2c(-c3ccccc3)cc(=O)oc2c1,1,2,-26,-1,2,7,27,-6,i,15
CCN(CC)S(=O)(=O)c1ccc(C)c(NC(=S)Nc2cccc(S(=O)(=O)N3CCCCCC3)c2)c1,-10,-1,-18,0,-2,56*,6,21,i,8
Cc1ccc(C(=O)COC(=O)CN2C(=O)C3C4CC(C(Br)C4Br)C3C2=O)cc1 (centres undefined),-8,-3,2,1,-3,4,14,-1,i,9
COc1ccc(Nc2ccncc2[N+](=O)[O-])cc1,3,1,-2,-1,2,-17,15,-13,i,12
O=C(Nc1ccc(C(=O)N2CCOCC2)cc1)c1cccc(Br)c1,3,1,-7,1,2,9,35,11,i,-39
CCO[C@H]1OC(C(N)=O)=C[C@@H](c2ccc(Br)cc2)[C@@H]1CCCO,3,-1,5,0,-1,-13,9,-6,i,7
Cc1cccc(NC(=O)CN2C(=O)NC(Cc3ccccc3)C2=O)c1 (centres undefined),-4,-4,-33,0,1,-18,?,2,i,-6
CC1CCC2(CC1)NC(=O)N(CC(=O)NC(=O)Nc1ccc3c(c1)OCCO3)C2=O (centres undefined),-3,0,-11,1,4,13,18,8,i,-13
CC1(CC(=O)Nc2ccccc2)NC(=S)N(c2ccccc2)N1 (centres undefined),2,/,-15,4,-2,7,11,5,i,-29
Cc1noc(C)c1S(=O)(=O)N(CC(=O)NCc1ccc2c(c1)OCO2)c1ccc(C(C)C)cc1,1,-3,-19,-3,1,14,15,6,i,-4
COc1cc(C=O)ccc1OC(=O)c1ccncc1,-4,/,-14,2,-1,1,16,-2,i,-28
Cc1nn(C(C)C(=O)N2CCOCC2)c(=O)c2nn(-c3ccccc3)c(C)c12 (centres undefined),1,-3,-19,-5,-1,-29,10,-6,i,-20
COc1ccc(N2CC(C(=O)Nc3ccc([N+](=O)[O-])cc3Br)CC2=O)cc1 (centres undefined),2,0,-10,-4,2,1,38,8,i,-1
Cc1cc(C(=O)O)c(C)n1Cc1ccncc1,5,-3,-17,-1,7,5,13,3,i,24
CCO[C@H]1OC(C(=O)N2CCN(Cc3ccccc3)CC2)=C[C@@H](c2cn(C(C)=O)c3ccccc23)[C@@H]1CCCO,-6,-1,-3,1,6,1,0,4,i,14
CCn1c(SCC(=O)N/N=C(\C)c2ccncc2)nnc1-c1ccccc1,-4,-1,-13,1,-2,7,25,-5,i,8
O=C(NCCCn1ccnc1)C(=O)NC1CCCCC1,5,-1,-20,-3,5,/,-6,/,/,/
NNC(=O)CSCc1nc(-c2ccccc2)cs1,0,1,5,-2,3,7,16,5,i,-10
Cc1ccc(Cl)cc1N1CCN(C(=O)COc2ccc(S(=O)(=O)NC(C)C)cc2)CC1,-3,0,-12,2,-2,-6,28,4,i,14
COc1ccc(OC)c(NC(=O)CSc2nnc(Cc3cccn3C)n2CCc2ccccc2)c1,-1,-1,-20,0,2,29,17,13,i,29
C=CCn1c(SCC(=O)Nc2c(C)cccc2C)nnc1-c1cnccn1,1,0,-1,2,0,-9,35,1,i,-11
O/N=C\c1ccc(-c2ccccc2)o1,-3,-2,-52,1,-5,38,36,15,i,-112
COc1ccc(/C=N/n2cnnc2SCc2ccc(OC)cc2)cc1,-10,-2,0,3,-2,2,22,6,i,-6
C=CCc1c(O)c(CC)cc2c(C)cc(=O)oc12,6,5,-2,-3,0,-12,16,-5,i,15
CC(=O)c1cccc(NC(=O)N(c2ccccc2)c2ccccc2)c1,2,-1,-28,-1,0,0,8,2,i,9
Cc1ccc(NC(NC(=O)c2cccs2)C(Cl)(Cl)Cl)cc1C (centres undefined),2,-5,-9,0,-3,-2,-17,-5,i,0
O=C(CSc1n[nH]c(-c2ccccc2)n1)N1CCCC1,-1,-2,-63,5,2,32,5,0,i,-22
Cc1cc2nc3c(c(=O)n2[nH]1)CCCC3,2,-1,-8,2,2,-2,16,2,i,-25
Cc1ccccc1NC(=O)n1ncc2cc(Cl)ccc21,0,-2,-15,-17,-1,19,15,15,i,-98
CCn1ncc([N+](=O)[O-])c1C(=O)Nc1cc(C)on1,2,-3,-13,0,-6,-2,10,-8,i,-24
O=C(N/N=C/c1ccc(-c2ccccc2C(=O)O)o1)c1cccs1,-10,7,-22,-1,0,12,0,7,i,-7
CCOc1cc(N2CCOCC2)c(OCC)cc1NC(=O)c1ccc(OC)cc1,8,-3,-15,-4,-2,11,16,-1,/,3
C/C(CC(=O)Nc1cccc(C(F)(F)F)c1)=N\NC(=O)Cc1ccccc1,-1,0,-31,2,-2,9,19,-2,i,-5
O=C(CSc1nnnn1-c1ccccc1)Nc1ncc2c(n1)CC(c1ccccc1)CC2=O (centres undefined),0,0,-16,1,2,2,11,-6,i,25
CCc1cccc(CC)c1NC(=O)/C(C#N)=C/c1ccccc1C(F)(F)F,-1,1,2,-3,-1,83*,18,67,i,12
COc1ccc(OCC(=O)Nc2ccc(N3CCC(C)CC3)cc2)cc1,-8,-2,40,-5,-1,-5,9,-11,i,-19

# (listing goes on)
SMILES,IEC-6 cytotox,GSK3A inh,KLF5 inh,GSK3B inh,HSP90 inh,HSF1 activator,AI-2 QS mod,HSF1 inh,PolyA inh,aSyn 5UTR inh
COc1ccc(C(=O)Nc2ccccc2C(=O)Nc2ccccn2)cc1,0,4,-29,1,5,23,0,5,i,-104
C/C(=N\NC(=O)c1ccc(Cl)cc1)c1ccc(N2CCOCC2)cc1,2,-3,7,-1,-6,-1,3,-4,i,-18
CN(C)S(=O)(=O)c1ccc(N2CCCC2)c(C(=O)Nc2nc3ccc(F)cc3s2)c1,1,1,-8,3,-2,11,18,3,i,-39
CCCC(NC(=O)CCc1c(C)c2cc3c(-c4ccccc4)coc3cc2oc1=O)C(=O)O (centres undefined),7,3,2,2,7,3,18,0,i,1
N#C/C(=C(\O)c1cc(Cl)sc1Cl)c1nc2ccccc2[nH]1,-1,-2,-17,0,4,-7,15,-14,i,7
CCCCn1c(N)c(N(CC(C)C)C(=O)CN2C(=O)NC3(CC(C)CC(C)(C)C3)C2=O)c(=O)[nH]c1=O (centres undefined),/,-1,/,2,/,2,4,-3,i,-5
CCc1cc(=O)oc2cc(OC(C)C(=O)NCC(O)c3ccccc3)c(Cl)cc12 (centres undefined),0,0,-3,2,-2,-1,29,-1,i,35
COc1ccccc1NC(=O)CN1CCN(CC(=O)Nc2ccc(F)cc2)CC1,-1,0,-4,/,4,/,/,/,/,/
Cc1onc(-c2ccccc2Cl)c1C(=O)Nc1cnn(Cc2ccccc2)c1,/,-3,/,-4,/,25,0,6,i,1
O=C(NCCC1=CCCCC1)C(=O)NCC(c1ccco1)N1CCN(c2ccccc2)CC1 (centres undefined),-4,/,-5,-3,0,-26,38,-14,i,4
Cc1nnsc1NC(=O)OCC(C)C,-1,12,16,-5,6,7,11,0,i,-11
Cc1ccc(/C(O)=C/c2nc3ccccc3oc2=O)cc1,-4,-1,-31,1,8,?,1,11,i,-45
Cc1ccc(N(CCCCN2C(=O)c3ccccc3C2=O)C(=O)c2cccs2)cc1,-2,1,-24,0,-2,14,6,4,i,4

# An excerpt, so the mix of outcomes need not match the whole.
